Compound activity from PubChem BioAssay.
MBNL1-CUG inh = inhibitors of human MBNL1 binding to CUG repeat RNA. AID 2675. Potency, µM (highest dose often 57.5 µM), for inactives: at the top dose activity change, negative = inhibition, most hits filed as inhibitors. Q9NR56. TR-FRET MBNL1-His/biotin-(CUG)12 binding, 665/545 ratio. actives 0.036% (n = 280,000); active = well fitted inhibition curve with a large enough effect in the signal ratio, with a control signal flat, not every such curve was filed as active; inconclusive = small, poorly fitted or top-dose-only effect, or effect the other way, or a change in a side signal; inactive = no such curve, though single readings can be large or run the other way; the % refers to the signal ratio; note: potency is the fitted concentration of half-maximal effect; % is set by controls: 0 for no effect and ±100 for the full control effect
Target sequence (Q9NR56 whole entry, looked up): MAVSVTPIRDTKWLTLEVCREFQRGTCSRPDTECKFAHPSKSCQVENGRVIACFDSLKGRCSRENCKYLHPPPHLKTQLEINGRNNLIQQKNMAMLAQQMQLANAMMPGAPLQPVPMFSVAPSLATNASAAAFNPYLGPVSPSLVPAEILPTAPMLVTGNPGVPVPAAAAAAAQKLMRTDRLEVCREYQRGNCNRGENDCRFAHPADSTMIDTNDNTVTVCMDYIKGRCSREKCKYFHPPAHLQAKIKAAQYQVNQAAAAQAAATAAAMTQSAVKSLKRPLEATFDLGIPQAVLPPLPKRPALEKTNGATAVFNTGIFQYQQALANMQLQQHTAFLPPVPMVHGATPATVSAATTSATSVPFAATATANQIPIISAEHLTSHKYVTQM
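Compounds (final 92 nM to 58 uM) are added to His-tagged MBNL1 and biotin-(CUG)12, then terbium anti-His antibody and streptavidin-XL665 (5 nM final). After 60 min at room temperature, the 665/545 nm ratio is read.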
GALK inh = inhibitors of human galactokinase; P51570; Purified GALK, Kinase-Glo residual ATP luminescence; Potency, µM (series often up to 57.5 µM), for the others: top-dose activity change, negative = inhibition, hits mostly inhibitors; actives 0.007% (n = 270,000); note: potency is the fitted concentration of half-maximal effect; % is set by controls: 0 for no effect and ±100 for the full control effect
Target sequence (P51570 whole entry, looked up): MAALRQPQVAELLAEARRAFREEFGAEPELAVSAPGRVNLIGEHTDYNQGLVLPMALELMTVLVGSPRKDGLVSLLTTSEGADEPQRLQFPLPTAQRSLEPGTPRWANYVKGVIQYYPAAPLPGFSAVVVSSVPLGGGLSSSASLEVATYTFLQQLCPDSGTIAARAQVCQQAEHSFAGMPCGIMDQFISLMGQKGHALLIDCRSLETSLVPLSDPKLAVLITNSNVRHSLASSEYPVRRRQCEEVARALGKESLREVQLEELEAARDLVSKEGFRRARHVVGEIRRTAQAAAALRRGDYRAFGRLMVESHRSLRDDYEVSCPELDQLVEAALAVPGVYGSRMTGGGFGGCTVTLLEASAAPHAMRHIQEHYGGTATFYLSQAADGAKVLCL
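The enzyme phosphorylates galactose (100 uM) using ATP (35 uM); inhibition is detected as higher residual ATP, quantified by bioluminescence after 1 h reaction at room temperature, pH 8.0.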
AT treatment = potential ataxia-telangiectasia treatment. Potency, µM (top dose mostly 57.5 µM), without a hit: at the highest dose activation, most hits filed as activators. actives 0.19% (n = 320,000). […] A-T fibroblasts, KAP-1 phosphorylation AlphaLISA; neocarzinostatin DNA damage 30 min before lysis. AID 485349; note: potency is the fitted concentration of half-maximal effect; % of control where 0% means no effect; nearly all actives have a fitted effect of over 45% in size
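hTERT-immortalized A-T patient fibroblasts ([…]), 500 cells/well in OPTI-MEM, 1% FBS, got compounds for 60 min, then NCS for 30 min at 37C. Lysates were then assayed for phospho-KAP-1 by AlphaLISA (anti-pKAP1 donor, anti-KAP1 acceptor beads), 6 hr at 25C.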
KCNH2 3.1 block = KCNH2 3.1 (human) potassium channel inhibition. activity change, % (tested at about 1.8 µM). AID 720553. U2OS KCNH2 3.1, thallium flux FluxOr; stronger effect = lower value. actives 0.95% (n = 340,000);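 active = maximum activity change below -70%; inconclusive = maximum activity change from -70% to -50%; inactive = maximum activity change above -50%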;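 note: thallium influx rate constant from kinetic fluorescence after stimulation buffer; % is set by controls: 0 for no effect and ±100 for the full control effect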
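Thallium flux via FluxOr fluorescence (Red40 quencher, 45 min loading) in U2OS cells virally expressing the KCNH2 3.1 isoform (1.77 x 10^8 /mL virus, overnight at 37 C). Rate constants from 2-min kinetic reads post-stimulation, normalised to positive and negative controls.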
Coupling enz = counter-screen for Giardia aldolase inhibitors: coupling enzyme system. coupling enzyme system counterscreen, AmpLite Red fluorescence. activity change, negative = inhibition, % at 58.2 µM, hits read low. actives 0.67% (n = 290,000); in the data active = activity change below about -30%; note: % is set by controls: 0 for no effect and ±100 for the full control effect
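First, compound is pin-transferred into glyceraldehyde-3-phosphate coupling-enzyme reagent at 57.5 uM final and held 10 min at RT. Next, substrate, coupling system and AmpLite Red are added. After 20 min RT, fluorescence (525/598 nm) is read.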
KCNH2 WT inh = KCNH2 (human, wildtype) channel inhibition. Q12809. U2OS, BacMam KCNH2, thallium flux FluxOr; stronger effect = lower value. activity change, % at 1.84 µM. actives 0.37% (n = 340,000);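 active = maximum activity change below -70%; inconclusive = maximum activity change between -70% and -50%; inactive = maximum activity change above -50%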; note: % is set by controls: 0 for no effect and ±100 for the full control effect
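U2OS cells transduced with wild-type KCNH2 virus are loaded with FluxOr dye for 45 min, and thallium flux is measured in kinetic reads before and after stimulation buffer. Rate constants are normalized to DMSO controls.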
Integrin act MD = activates integrin-mediated alleviation for muscular dystrophy; alpha7betagal myoblasts, beta-gal FDG fluorescence, 48 h; Potency, µM (titrated, usually from 38.3 µM), inactives show at the top dose activation, usual class: activators; actives 0.064% (n = 350,000);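 note: potency is the fitted concentration of half-maximal effect; 100% = response of the positive control SU9516; nearly all actives have a fitted effect of over 60% in size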
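Alpha7betagal+/- myoblasts (passage 13) were plated 16-24 hr, then exposed to compounds (1:260 dilution of DMSO stock) for 48 hours at 37C. After MPER lysis, β-galactosidase reporter activity was read as FDG fluorescence (ex 480/em 540) after 30 minutes.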
TRPV1 agonist = human TRPV1 agonism; Q8NER1; TRPV1-expressing cells, Fluo-8 calcium influx, agonist mode; activation, % at 8.33 µM; actives 0.19% (n = 320,000); in the data active = activation above about 80%; inconclusive = between about 30% and that limit; note: 0% is about no effect
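Fluo-8 calcium influx in TRPV1-expressing cells, kinetic read (ex 480/em 520 nm). Compound added and read 3 min for agonist activity, followed by capsaicin at EC20 final and 2 min further read for enhancement.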
CXXC DNA block = blocks binding of human MLL CXXC domain to DNA | actives 0.037% (n = 290,000) | Potency, µM (titrated, usually from 115 µM), without a hit: at the top dose activity change, negative = inhibition, actives largely listed as inhibitors | AID 2662 | MLL-CXXC / FITC-HOXA9 DNA fluorescence polarization; active = well fitted inhibition curve with a large enough effect in the polarisation, with a control signal flat, not every such curve was filed as active; inconclusive = small, poorly fitted or top-dose-only effect, or effect the other way, or a change in a side signal; inactive = no such curve, though single readings can be large or run the other way; the % refers to the polarisation; note: potency is the fitted concentration of half-maximal effect
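Steps: dispense CXXC domain solution (7 uM) → pin compounds or unlabeled HOX-A9 DNA control → 5 min ambient → add FLSN-HOX-A9 solution (50 nM) → spin → 30 min ambient → fluorescence polarization. Tris pH 7.5/NaCl/DTT/BSA buffer.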
ASM inhibitor = human S-ASM enzyme inhibition; P17405; placental ASM, HMU-PC fluorogenic substrate, 60 min; Potency, µM (doses to about 57.5 µM), for the others: at the top dose activity change, negative = inhibition, actives largely listed as inhibitors; actives 0.006% (n = 340,000); AID 504937; note: potency is the fitted concentration of half-maximal effect
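Human placenta-derived ASM enzyme was preincubated with compound for 10 minutes at room temperature, then given fluorogenic substrate HMU-PC0 (9 uM final) for 60 minutes at 37 °C; a pH 10 stop preceded fluorescence reading at Ex 386/Em 447 nm.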
* = called active by the depositor; ? = inconclusive; . = no result given; [ ] = another dose, or the depositor's remark. Unless noted, calls come from the whole dose curve; as a rule, active = well fitted curve in the direction sought with a large enough effect; inconclusive = small, poorly fitted or top-dose-only effect, or another doubt; inactive = no such curve, though single readings can be large; an effect the other way counts as inactive or inconclusive.

SMILES	MBNL1-CUG inh	GALK inh	AT treatment	KCNH2 3.1 block	Coupling enz	KCNH2 WT inh	Integrin act MD	TRPV1 agonist	CXXC DNA block	ASM inhibitor
Cc1cccc(NC(=O)N2CCCC(CNC(=O)c3ccccc3Cl)C2)c1C (configuration not stated)	0%	-5%	6%	-3	-5	2	?	1	2%	1%
Cc1cccc(C(C)C)c1NC(=O)CN1C(=O)NC(Cc2ccccc2)C1=O (configuration not stated)	.	.	1%	3	.	-3	-14%	-5	.	-1%
COc1ccc(-c2noc(CN(C(=O)c3ccc4c(c3)OCO4)C(C)C)n2)cc1	-3%	9%	4%	-2	1	-11	9%	0	0%	-5%
CN1C(=O)/C(=C/C=C2\SCCN2C)N(C)C1=S	?	1%	-8%	10	-17	5	-4%	-4	115%[activator]	-17%
Cc1cccc(C(C)C)c1NC(=O)CSc1ncnc2[nH]ncc12	.	.	-20%	-14	.	1	-16%	.	.	4%
CN(C(=O)c1cccc(NC(=O)Cc2ccc(NC(=O)C3CCN(S(=O)(=O)c4cccc([N+](=O)[O-])c4)CC3)cc2)c1)C1CCC1	.	.	.	-2	.	-12	11%	.	.	-3%
CCN1CCN(c2nc(Nc3ccc(OC)cc3)nc(N)c2[N+](=O)[O-])CC1	.	-1%	-9%	-9	2	17	?	.	40%[activator]	-12%
CCOC(=O)c1cccc(S(=O)(=O)N(CCO)Cc2cc3cc(OC)ccc3[nH]c2=O)c1	?	-1%	0%	-9	-5	5	13%	5	5%	41%[activator]
O=C(O)c1ccc(/C=N/N2CCN(C3c4ccccc4-c4ccccc43)CC2)cc1	-6%	.	-5%	26	0	-2	-26%	-9	-2%	5%
CC(C)(CNC(=O)CO/N=C1/C=C2CCC3C(C(O)C[C@@]4(C)C3CC[C@]4(O)C(=O)CO)[C@@]2(C)CC1)C(O)C(=O)O (some centres not stated)	-4%	-3%	7%	20	1	-3	-10%	0	-6%	-1%
O=C(Nc1ccccc1N1CCCCC1)c1ccc(N2C(=O)c3ccccc3C2=O)cc1	4%	-3%	0%	-16	0	-7	-13%	0	26%	-6%
CCN(CC)C(=O)CSc1nc2sc3c(c2c(=O)n1CCOC)CCC3	-5%	2%	-4%	6	3	-16	-7%	2	-4%	-2%
CC[C@@H](C)[C@H](CNC)NC[C@@H](Cc1cccc2ccccc12)NCCc1cccc(C(F)(F)F)c1	1%	.	6%	7	-6	0	-48%[inhibitor]	6	127%[activator]	-8%
O=C(c1ccc2c3n(nc2c1)-c1ccccc1CO3)N1CCCCC1	?	13%	13%	.	4	.	-4%	20	4%	5%
COc1ccc(NC(=O)CCN2CCN(S(=O)(=O)c3ccc(OC)cc3)CC2)cc1	1%	0%	2%	25	1	7	38%	2	4%	-1%
COc1cccc(NC(=O)CCC(=O)Nc2ccc3nc(N4CCOCC4)cc(C)c3c2)c1	-3%	-2%	0%	9	1	-6	6%	-2	-9%	.
Cc1c(-c2ccccc2)[n+](=O)c2c(n1[O-])CCCC2	6%	-4%	-1%	13	3	-2	9%	-2	5%	3%
Cc1ccc(SCC(=O)N2CCN(c3ccc(F)cc3)CC2)cc1	.	.	.	-27	.	-4	0%	.	.	-1%
O=C(CCn1nnc2ccccc2c1=O)N[C@@H](Cc1c[nH]c2ccccc12)C(=O)O	-6%	-1%	0%	22	0	15	0%	-2	1%	-2%
COc1cc(C(C)=O)ccc1OCc1cn(CC(=O)c2ccc(O)cc2)nn1	.	.	.	-13	.	-19	-11%	.	.	3%

Given with two lines to a compound: 11 of the compounds above.
The line under a structure holds: MBNL1-CUG inh	GALK inh	AT treatment	KCNH2 3.1 block	Coupling enz	KCNH2 WT inh	Integrin act MD	TRPV1 agonist	CXXC DNA block	ASM inhibitor
> CC(C)(CNC(=O)CO/N=C1/C=C2CCC3C(C(O)C[C@@]4(C)C3CC[C@]4(O)C(=O)CO)[C@@]2(C)CC1)C(O)C(=O)O (some centres not stated)
→ -4%	-3%	7%	20	1	-3	-10%	0	-6%	-1%
> O=C(Nc1ccccc1N1CCCCC1)c1ccc(N2C(=O)c3ccccc3C2=O)cc1
→ 4%	-3%	0%	-16	0	-7	-13%	0	26%	-6%
> CCN(CC)C(=O)CSc1nc2sc3c(c2c(=O)n1CCOC)CCC3
→ -5%	2%	-4%	6	3	-16	-7%	2	-4%	-2%
> CC[C@@H](C)[C@H](CNC)NC[C@@H](Cc1cccc2ccccc12)NCCc1cccc(C(F)(F)F)c1
→ 1%	.	6%	7	-6	0	-48%[inhibitor]	6	127%[activator]	-8%
> O=C(c1ccc2c3n(nc2c1)-c1ccccc1CO3)N1CCCCC1
→ ?	13%	13%	.	4	.	-4%	20	4%	5%
> COc1ccc(NC(=O)CCN2CCN(S(=O)(=O)c3ccc(OC)cc3)CC2)cc1
→ 1%	0%	2%	25	1	7	38%	2	4%	-1%
> COc1cccc(NC(=O)CCC(=O)Nc2ccc3nc(N4CCOCC4)cc(C)c3c2)c1
→ -3%	-2%	0%	9	1	-6	6%	-2	-9%	.
> Cc1c(-c2ccccc2)[n+](=O)c2c(n1[O-])CCCC2
→ 6%	-4%	-1%	13	3	-2	9%	-2	5%	3%
> Cc1ccc(SCC(=O)N2CCN(c3ccc(F)cc3)CC2)cc1
→ .	.	.	-27	.	-4	0%	.	.	-1%
> O=C(CCn1nnc2ccccc2c1=O)N[C@@H](Cc1c[nH]c2ccccc12)C(=O)O
→ -6%	-1%	0%	22	0	15	0%	-2	1%	-2%
> COc1cc(C(C)=O)ccc1OCc1cn(CC(=O)c2ccc(O)cc2)nn1
→ .	.	.	-13	.	-19	-11%	.	.	3%

(continued)
SMILES	MBNL1-CUG inh	GALK inh	AT treatment	KCNH2 3.1 block	Coupling enz	KCNH2 WT inh	Integrin act MD	TRPV1 agonist	CXXC DNA block	ASM inhibitor
Cc1ccc(S(=O)(=O)N2CCOCC2)cc1C(=O)OC(C)C(=O)c1ccccc1 (configuration not stated)	.	.	9%	-36	.	-4	1%	?	.	0%
COc1ccc(CCNC(=O)CCSCc2ccccc2F)cc1OC	-8%	5%	8%	5	2	4	-18%	?	-9%	3%
CC1COCC(C)N1C1=C(Cl)C(=O)c2ccccc2C1=O (configuration not stated)	.	.	.	8	.	-10	-13%	.	.	-7%
CC(=O)Nc1ccc(NC(=O)Nc2ccccc2)cc1	1%	-1%	2%	1	2	6	?	-1	?	-3%
O=C(C(=O)N1CCc2ccccc2C1)N1CCc2ccccc2C1	-4%	2%	3%	.	4	.	.	-7	2%	.
c1ccc2sc(N3CN(CCN4CCOCC4)CN(c4nc5ccccc5s4)C3)nc2c1	-3%	-1%	-6%	-18	-1	-5	-2%	?	-11%	-6%

Two entries picked at random from those above, as already listed:
SMILES	MBNL1-CUG inh	GALK inh	AT treatment	KCNH2 3.1 block	Coupling enz	KCNH2 WT inh	Integrin act MD	TRPV1 agonist	CXXC DNA block	ASM inhibitor
CC1COCC(C)N1C1=C(Cl)C(=O)c2ccccc2C1=O (configuration not stated)	.	.	.	8	.	-10	-13%	.	.	-7%
O=C(C(=O)N1CCc2ccccc2C1)N1CCc2ccccc2C1	-4%	2%	3%	.	4	.	.	-7	2%	.
